Screens as filed in PubChem BioAssay.
M5 ag: CHRM5 agonism in calcium assay; CHO-K1 hM5 cells, Fluo-8 calcium fluorescence; 0% DMSO wells, 100% maximal acetylcholine response; 360,000 compounds, 0.19% hits; activation, % at 3 µM; P08912; AID 624037;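 active = activation above the run's mean over test compounds plus 3 SD, cut at about 23% in these data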;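 note: signal is peak over basal fluorescence ratio across the kinetic read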
Target sequence (P08912 whole entry, looked up): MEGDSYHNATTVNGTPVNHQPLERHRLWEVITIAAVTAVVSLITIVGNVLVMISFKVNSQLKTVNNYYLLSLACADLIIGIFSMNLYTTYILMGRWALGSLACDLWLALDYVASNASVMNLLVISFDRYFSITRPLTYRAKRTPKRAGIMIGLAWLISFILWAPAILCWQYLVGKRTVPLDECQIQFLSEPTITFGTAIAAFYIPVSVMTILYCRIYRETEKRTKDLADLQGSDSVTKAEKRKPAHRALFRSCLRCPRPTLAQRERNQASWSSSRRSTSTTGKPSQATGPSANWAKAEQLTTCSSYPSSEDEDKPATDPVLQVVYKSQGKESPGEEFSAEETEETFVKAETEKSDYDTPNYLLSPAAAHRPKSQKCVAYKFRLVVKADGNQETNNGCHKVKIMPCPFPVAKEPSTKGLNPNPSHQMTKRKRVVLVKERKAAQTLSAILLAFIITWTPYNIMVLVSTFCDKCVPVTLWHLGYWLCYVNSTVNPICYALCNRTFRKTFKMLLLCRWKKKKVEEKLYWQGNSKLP
M4 PAM: positive allosteric modulators of human muscarinic M4 receptor; CHO-K1 hM4/Gqi5, Fluo-8 calcium fluorescence, ACh EC20; 0% = ACh EC20, 100% = maximal ACh; P08173; AID 624126; 360,000 compounds, 0.4% hits; activation, % at 3 µM;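 active = activation above its plate's cutoff, the mean activation of sample wells plus 3 SD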; note: some results filed as inactive read as strong as hits
Target sequence (P08173 whole entry, looked up): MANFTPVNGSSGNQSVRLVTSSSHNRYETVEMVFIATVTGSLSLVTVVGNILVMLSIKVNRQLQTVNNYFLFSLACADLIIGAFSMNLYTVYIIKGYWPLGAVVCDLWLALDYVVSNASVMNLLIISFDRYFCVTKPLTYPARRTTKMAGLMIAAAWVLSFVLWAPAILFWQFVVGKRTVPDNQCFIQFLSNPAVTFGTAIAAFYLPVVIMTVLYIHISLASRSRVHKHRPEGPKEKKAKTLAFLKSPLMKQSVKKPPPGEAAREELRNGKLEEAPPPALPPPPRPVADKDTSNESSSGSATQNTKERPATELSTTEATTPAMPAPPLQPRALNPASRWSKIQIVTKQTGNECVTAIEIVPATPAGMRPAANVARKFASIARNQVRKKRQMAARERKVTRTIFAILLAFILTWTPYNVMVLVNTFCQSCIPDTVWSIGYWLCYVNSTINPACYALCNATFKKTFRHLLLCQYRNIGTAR
TAAR1 antag: antagonists of human TAAR1; CHO RD-HGA16 TAAR1, Fluo-8 calcium fluorescence, antagonist; inhibition, % at 3 µM; 360,000 compounds, 1.5% hits;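 active = inhibition above a per-plate cutoff, the mean inhibition of test compounds on that plate plus 3 SD, cut at about 49% in these data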;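 note: 0% = DMSO plus EC80 beta-PEA response and 100% = DMSO alone without agonist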
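System: CHO RD-HGA16 cells bearing hTAAR1. Reagent: EC80 β-phenethylamine stimulus. Schedule: seeding 17-24 h prior, 75-min 37 °C, 30-min RT dye loading. Signal: Fluo-8 intracellular calcium dye fluorescence, real-time kinetic reads. Read-out: % inhibition from peak post-agonist over basal fluorescence ratio. Benchmarks: vehicle wells and EC80 agonist wells. Replicates: n of 1.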
TAAR1 ag: agonists of human TAAR1 | activation, % at 3 µM | CHO RD-HGA16 TAAR1, Fluo-8 calcium fluorescence; vehicle wells 0%, saturating PEA agonist 100% | AID 624467 | 360,000 compounds, 0.99% hits | Q96RJ0;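 active = activation above the mean activation of all test compounds in the run plus 3 SD, cut at about 38% in these data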
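System: CHO-derived RD-HGA16 cells with stable Gα16 and human TAAR1. Times: 17-24 h plating, Fluo-8 75 min 37 °C, 30 min RT. Measured by: calcium-sensitive Fluo-8 signal, excitation 470-495, emission 515-575 nm. Read-out basis: % activation relative to PEA EC100 response. Control set: DMSO and PEA EC100. Repeats: no replicates (n 1).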
CRFR2-BP ag: CRF-BP/CRF-R2 complex agonism | HEK293 CRF-R2/CRF-BP, calcium dye fluorescence (FLIPR); percent of saturating CRF peptide response | activation, % at 13.2 µM | 350,000 compounds, 0.46% hits | AID 588473;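 active = activation of at least 50%, plus an integration ratio under a set limit after plate pattern correction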;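 note: plate controls were neutral control wells without compound for no effect and CRF at EC100 for full effect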
CRFBP-R2 block: blocks CRF-induced signaling of the CRF-BP/CRF-R2 complex; HEK293 CRF-R2/CRF-BP, CRF-induced calcium fluorescence; inhibition, % at 11.8 µM; 350,000 compounds, 0.59% hits;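 active = inhibition of the ligand-induced calcium signal above about 50% at the single tested concentration, limit read from the data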
M1 PAM parental: M1 PAM counterscreen hit in parental CHO-K1 cells. AID 602247. 360,000 compounds, 0.02% hits. activation, % at 3 µM. ATP EC20, Fluo-8 calcium fluorescence; 0% at ATP EC20, 100% at ATP max;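 active = activation above the run cutoff, the mean activation of all test compounds plus 3 SD, cut at about 40% in these data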;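 note: peak over basal fluorescence ratio in a 140 s read after ATP addition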
CHRM5 PAM: CHRM5 positive allosteric modulation. P08912. CHO-K1 hM5, Fluo-8 calcium, ACh EC20 PAM; 0% = ACh EC20, 100% = ACh EC100. activation, % at 3 µM. 360,000 compounds, 0.3% hits. AID 624038;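 active = activation above the run cutoff, the mean activation of all test compounds plus 3 SD, cut at about 18% in these data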
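System – CHO-K1 hM5 cells · Compound – 3 µM, single dose · Incubation – compound preincubation 140 s before EC20 acetylcholine addition · Technique – Fluo-8 calcium fluorescence · Measure – Max/basal fluorescence ratio as % of EC20–EC100 ACh window · Benchmarks – low control EC20 acetylcholine (0%), high control EC100 acetylcholine (100%) · Replication – singlicate, one well per test compound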
M5 antag: antagonists of human muscarinic M5 receptor (CHRM5); P08912; CHO-hM5 cells, Fluo-8 calcium fluorescence, ACh EC80; inhibition, % at 3 µM; 360,000 compounds, 0.59% hits; AID 624040;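 active = inhibition above a per-plate cutoff, the mean of that plate's test compounds plus 3 SD, cut at about 27% in these data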;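 note: 0% = acetylcholine EC80 with DMSO and 100% = DMSO without agonist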
An asterisk follows results filed as active; . = no result given.

SMILES	M5 ag	M4 PAM	TAAR1 antag	TAAR1 ag	CRFR2-BP ag	CRFBP-R2 block	M1 PAM parental	CHRM5 PAM	M5 antag
COc1ccccc1N1C(=O)C2C(C(=O)c3ccccc3)=NN(c3ccc(Br)cc3)C2C1=O (centres undefined)	1	-7	6	34	40	-17	-1	9	-1
COc1ccc(N2CCN(CCNC(=O)Nc3cc(Cl)ccc3Cl)CC2)cc1	-4	0	-12	4	-0.4	5	8	0	-1
O=C1N(c2ccc3c(c2)OCCO3)C(c2ccccc2)C1(F)F (centres undefined)	-10	-1	-17	1	2.8	0	20	6	0
CCN(CC)Cc1c(O)ccc2c(=O)c(-c3ccccc3Cl)coc12	0	-1	-6	2	-2.2	0	18	1	-1
COc1ccc(CCNC(=O)CCCN2C(=O)c3ccccc3C2=O)cc1	1	-8	-1	0	0.3	-6	16	-12	10
O=[N+]([O-])c1ccc(NS(=O)(=O)N2CCOCC2)cc1	2	6	0	5	6.5	-20	7	-2	2
Cc1ccc(C)c(-n2c(CNC(=O)c3ccco3)nnc2SCC(=O)Nc2nnc(C)s2)c1	1	-3	-9	1	1.0	-19	-3	-5	6
CCc1nnc(NC(=O)c2ccc(COc3ccccc3Cl)o2)s1	-2	5	1	1	-1.2	-3	-1	0	7
CC(C)CC(=O)c1c[nH]c(C(=O)NCCc2ccccn2)c1	4	21	9	4	-2.1	20	6	8	-8
O=C(NCC(O)CN1CCOCC1)c1ccc([N+](=O)[O-])cc1 (centres undefined)	-4	-1	-3	4	-2.8	11	8	-4	0
COc1ccc(/C(C)=N/NC(=S)Nc2cc(C)ccc2C)cc1	1	9	12	-1	-0.7	1	-4	10	6
CC(=O)NC(CC(=O)O)c1ccc(F)cc1 (centres undefined)	3	7	-10	2	-4.4	2	20	11	6
CC1(C)CC(CC(=O)O)C(=O)O1 (centres undefined)	1	7	5	3	0.2	-9	20	2	-8
COc1cc(OC)c2ccc(=O)oc2c1C(CC(=O)N1CCCC(C)C1)c1ccc2c(c1)OCO2 (centres undefined)	-8	-7	17	4	-4.9	46	22	-3	4
CCOc1ccc(CC(=O)NCC2(N3CCCCC3)CCCCC2)cc1	-8	-13	-18	15	-0.3	0	10	-7	10
CC1SC(C)C(=O)N(CC(=O)NC2CCCCC2)C1=O (centres undefined)	1	-2	-15	6	0.3	-7	2	-2	5
Cc1ccc(C)c2[nH]c(=O)c(CN(Cc3cccnc3)C(=S)NCc3ccco3)cc12	-12	-6	19	9	-0.1	-8	-16	8	10
O=C([C@H]1O[C@@H](n2ccc(=O)[nH]c2=O)[C@H](O)[C@@H]1O)N1CCC(F)(F)CC1	2	3	-15	10	.	.	4	5	8
N#Cc1ccc(OCC(=O)Nc2ccc3[nH]c(=O)[nH]c3c2)cc1	3	4	-3	3	0.5	0	-6	-2	3
C=C(C)CNC(=S)Nc1nc2c(cc1C(=O)OCC)CCCC2	1	0	-7	13	-0.9	-16	12	3	-2
S=C(Cc1ccc(Cl)cc1)N1CCOCC1	-3	9	15	6	0.2	13	-11	2	-14
CCOc1ccc(Cl)cc1CNCCCSc1ncccn1	0	-3	-6	3	0.3	16	13	0	1
CN(C(=O)Nc1cnc2ccccc2c1)c1ccccc1	-2	0	-23	0	-1.8	-12	32	1	6
COCCN(Cc1cn[nH]c1-c1ccc2cc(OC)ccc2c1)C(C)C	1	-4	-13	2	0.3	10	7	0	-1
CC(=O)c1ccc(S(=O)(=O)Nc2ccc3c(c2)OCO3)cc1	0	7	-4	1	-3.1	3	-17	-9	5
CCc1ccc2[nH]c(=O)c(C3C(C#N)=C(N)Oc4c3ccc3cccnc43)cc2c1 (centres undefined)	0	-3	0	6	-0.6	-66	1	0	-5
O=C(CSc1nnc(NC(=O)c2c(F)cccc2F)s1)NC1CCCC1	-3	-2	-10	3	-0.1	-3	-19	-8	18
Cc1onc(-c2ccccc2)c1C(=O)NC(=S)NNC(=O)c1ccco1	3	-2	-2	37	34	19	8	-5	10
CC1Cc2ccccc2N1c1ncnc2c1nnn2Cc1ccccc1Cl (centres undefined)	-2	12	-4	6	-1.8	-5	12	8	-3
COc1ccc(C(=O)/C=C(\N)C(F)(F)F)c(O)c1	-2	7	-17	1	-8.9	19	1	2	-7
O=C(Cn1c(C(F)(F)F)nc2ccccc21)N1CCCC1	0	-4	3	4	3.2	4	7	1	1
COC(C(=O)Nc1ccnn1C1CCN(Cc2ccc(C)s2)CC1)c1ccccc1 (centres undefined)	-3	-4	-26	2	-0.8	-4	1	-3	12
CCc1nnc(NC(=O)Cn2nc(-c3ccccc3OC)ccc2=O)s1	2	5	-3	4	0.8	-7	-8	5	2
COc1ccc(CCNC(=O)c2cc(S(=O)(=O)N3CCOCC3)ccc2N2CCCC2)cc1OC	1	-1	-7	3	-0.9	12	11	-2	2
Cc1ccc(C2=NN(CCC(=O)NCCCN3CCOCC3)C(=O)CC2)cc1	-4	10	-26	-1	-1.5	10	19	10	-5
CCC(=O)N1CCCC(C(=O)Nc2ccc3cn[nH]c3c2)CC1 (centres undefined)	0	0	-13	0	.	.	16	-2	3
Cc1ccc(S(=O)(=O)CCC(=O)OC(C)C(=O)NC2CCCCC2C)cc1 (centres undefined)	0	-3	-13	-1	-3.0	38	13	5	2
CCN(Cc1ccccc1)S(=O)(=O)c1cc(C(=O)NC(C)C2CC3CCC2C3)ccc1OC (centres undefined)	-4	-3	-26	0	-0.7	0	18	-6	3
COc1ccc(NC(=O)Cn2c(-c3ccccc3)cc(C(C)=O)c2C)c(OC)c1	0	-5	4	2	-2.1	22	-7	-5	3
Cc1cc(OCC(=O)Nc2ccccn2)c2c(C)c(C)c(=O)oc2c1	-3	2	-14	1	-0.6	-2	1	1	3
COc1c(C)cc(C(=O)C2CCCN(C(=O)c3cc(C4CC4)[nH]n3)C2)cc1C (centres undefined)	-2	-4	-28	-1	-0.8	-10	6	-1	9
CN(CC(=O)Nc1ccc(SC(F)F)cc1)C1CCCCC1	-6	-6	4	6	0.6	-17	-12	-9	11
N#Cc1ccc(/C=N/NC(=O)CCc2ccc(S(=O)(=O)N3CCOCC3)cc2)cc1	-5	7	-5	1	-1.8	0	4	1	3
CCCn1c(N2CCN(S(=O)(=O)Cc3ccccc3)CC2)nc2ccccc21	-11	6	2	11	-2.3	-1	16	1	-4
CCOC(=O)c1cnn(-c2ncnc3sc4c(c23)CCC4)c1N	4	-8	-2	5	0.9	-17	17	-4	4
O=C(CCCCCNC(=O)c1ccccc1)N/N=C/c1ccco1	-3	4	1	2	1.0	-11	17	-4	17
CCOC(=O)N1CCN(C(=O)COC(=O)Cc2ccc(OC)cc2)CC1	1	-6	2	1	-1.4	-2	-3	0	7
CCCCCC(=O)N1C[C@H](O)[C@@H](n2cc(-c3ccc(F)cc3)nn2)C[C@@H]1c1ccccc1	0	3	-40	-1	-1.3	12	8	5	0
COc1ccccc1NS(=O)(=O)c1cccc(N=C2N=C(N)c3ccccc32)c1	2	-4	8	5	-1.6	2	13	7	-8
Cc1cc(/C=N/Nc2nc(N3CCOCC3)nc(N3CCOCC3)n2)c(C)n1-c1ccccc1	-1	-2	45	16	1.7	11	12	-12	14
Cc1ccc(OCCC(=O)NNC(=O)c2ccccc2F)cc1	3	5	8	1	0.2	8	14	12	-6
CCN(CC(=O)NCc1ccc(F)cc1)Cc1nc2ccccc2c(=O)[nH]1	-1	-4	-3	3	0.8	1	15	-4	6
CCC(CC)C(=O)Nc1ccc(Sc2ccc([N+](=O)[O-])cc2)cc1	-1	-14	44	24	2.2	25	-12	-23	21
COc1ccc(C(=O)OCC2CC(c3ccccc3)=NO2)cc1OC (centres undefined)	0	0	-8	2	-1.0	3	13	-4	6
COc1ccc(Cl)cc1S(=O)(=O)N1CCCC1=O	1	0	10	7	-1.0	22	-3	-12	14
O=C(CSc1nnc(-c2cccnc2)n1C1CCCCC1)NC1CCCC1	2	0	17	7	2.8	12	0	-4	-4
COc1cccc(CSc2nnc(C(F)(F)F)n2Cc2ccc(F)cc2)c1	-4	3	-13	5	-1.5	64*	-1	-8	6
COc1ccc(C(=O)NCC(=O)OC2CCCCC2=O)cc1 (centres undefined)	0	0	-12	2	-1.3	-2	18	2	-1
COc1ccc(S(=O)(=O)NNC(=O)Nc2ccccc2OC)c(OC)c1	-5	1	-21	1	1.2	-1	-11	-9	15
O=C(COC(=O)CNS(=O)(=O)c1ccc(F)c(F)c1F)NCCc1ccccc1	-3	2	8	2	0.9	19	16	3	0

Additional entries:
SMILES	M5 ag	M4 PAM	TAAR1 antag	TAAR1 ag	CRFR2-BP ag	CRFBP-R2 block	M1 PAM parental	CHRM5 PAM	M5 antag
O=C(NCCCO)c1ccc2[nH]c3c(c2c1)CCCC3	-4	16	11	3	2.1	-5	-6	5	-10
CCC(C)(C(=O)NC1CCCCC1)N(Cc1cccs1)C(=O)c1ccc(=O)[nH]c1 (centres undefined)	-2	14	6	1	1.1	17	14	2	-2
CNc1ncc(Cc2ccccc2)s1	-2	5	-10	1	-1.0	18	-14	-5	3
COc1ccc(C(=O)NCc2cccc(Cl)c2)cc1S(=O)(=O)N1CCOCC1	3	8	-5	1	-2.3	-5	9	6	-7
COC(=O)c1ccc(C2c3c(oc4ccccc4c3=O)C(=O)N2CCCN2CCOCC2)cc1 (centres undefined)	0	5	-25	1	2.1	-13	1	-3	6
COc1ccc(N2CCN(CC(=O)Nc3nc(C)cs3)CC2)cc1	5	-1	7	4	-0.6	9	5	12	10
